High-throughput results (PubChem)
Yeast growth tox: Inhibitors of S. cerevisiae growth, toxicity; growth inhibition, % at 25 µM (by protocol); AID 685; hit rate 0.3% among 30,000; S. cerevisiae wild-type growth, A595 turbidity, 16 h;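 active = mutant and wild-type yeast strains alike exhibit over 30% growth inhibition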;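 also: 0% = untreated cell controls and 100% = YPD media blanks without cells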
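Test system: Wild-type and eIF2Bepsilon-R284H mutant S. cerevisiae, screened separately | Dosing: Single 25 µM compound dose in 0.2% DMSO | Schedule: 16 h compound exposure during growth at 30 °C | Detection: A595 turbidity | Evaluation: Growth inhibition (%) versus cell controls and blanks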
Yeast eIF2B: eIF2B (yeast) activity modulation; hit rate 0.91% among 27,000; inhibition, % at 25 µM (by protocol); S. cerevisiae eIF2B-epsilon R284H, GCN4-lacZ luminescence;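 active = mutant luminescence inhibited past about 50% while wild type luminescence and mutant growth stay under set limits, limit read from the data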; also: some compounds called inactive have numbers as strong as hits
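Times: 16 h growth with compound at 30 °C, 90 min Beta-Glo step; Assay system: yeast eIF2B-epsilon R284H mutant carrying GCN4–beta-galactosidase fusion; Measure: % inhibition of reporter signal and growth versus controls; Dosing: one concentration, 25 µM, 0.25% DMSO; Buffer or medium: YPD yeast growth medium; Measured by: Beta-Glo luminescence plus absorbance at 595 nm.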
Yeast growth tox inhibition %: further read-out of Yeast growth tox, marked with its call; growth inhibition, %; S. cerevisiae eIF2Bepsilon-R284H mutant growth, A595 turbidity, 16 h;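 each compound tested once at 25 µM; 0% equals untreated cells and 100% equals cell-free medium blanks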
Yeast eIF2B mutant toxicity: second read-out of Yeast eIF2B, no call of its own (marks repeat the call); growth inhibition, %; measured here: mutant yeast growth, toxicity;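 each compound tested once at 25 µM; zero equals untreated control growth and 100 equals blank medium absorbance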
An asterisk follows results filed as active; / = no result given. These rows are one share of the data; count on the stated rates, not on these rows.

Abbreviations – A = Yeast growth tox; B = Yeast growth tox inhibition %; C = Yeast eIF2B; D = Yeast eIF2B mutant toxicity
Compound: CS(=O)(=O)c1ccc(N2CCN(C3CC(=O)NC3=O)CC2)cc1 (stereo unspecified)
  A = 3 | B = 42 | C = 1 | D = 42
Compound: CC(C)c1ccc(-c2nc3c([nH]2)c(=O)n(C)c(=O)n3C)cc1
  A = -6 | B = -15 | C = -19 | D = -15
Compound: Clc1cccc2sc(N3CCOCC3)nc12
  A = 0 | B = -3 | C = 18 | D = -3
Compound: O=C(Nc1cccc(-c2nc3ccccc3o2)c1)c1ccc(N2C(=O)C3C4C=CC(C4)C3C2=O)cc1 (stereo unspecified)
  A = -12 | B = 0 | C = 18 | D = /
Compound: CCOc1c2c(nc3ccc(Cl)cc13)CCC2
  A = 3 | B = 19 | C = 1 | D = 19
Compound: CCN(CC)C(=O)CN(c1ccc2c(c1)OCO2)S(C)(=O)=O
  A = 13 | B = 5 | C = / | D = /
Compound: O=C(CC1(O)C(=O)N(Cc2ccccc2)c2ccccc21)c1ccc2c(c1)OCO2 (stereo unspecified)
  A = 28 | B = 20 | C = / | D = /
Compound: COC(=O)C1CCC(C)(C(=O)Nc2ccccc2)C1(C)C (stereo unspecified)
  A = 3 | B = -10 | C = 20 | D = -10
Compound: CCc1nnc(N2C(=O)c3cccc4cccc(c34)C2=O)s1
  A = 14 | B = 15 | C = 7 | D = 15
Compound: CC(=O)c1cccc(-n2nnnc2SCC(=O)Nc2ccccc2N2CCCCC2)c1
  A = 7 | B = 2 | C = 19 | D = 2
Compound: O=c1[nH]c2ccccc2c(=O)n1Cc1ccccc1
  A = 0 | B = 12 | C = 19 | D = 12
Compound: CC(SC(=S)N1CCOCC1)C(=O)O (stereo unspecified)
  A = -6 | B = -10 | C = 8 | D = -10
Compound: Cc1cc(C)c2c(=O)cc(C(F)F)oc2c1
  A = -5 | B = 22 | C = 28 | D = 22
Compound: CCOC(=O)N1CCN(C(=O)c2ccc(NC(=O)c3ccc(C)cc3)cc2)CC1
  A = 1 | B = -4 | C = -11 | D = -4
Compound: COc1ccc(OCCCSc2ncccn2)cc1
  A = 28 | B = -4 | C = 23 | D = -4
Compound: CCOC(=O)CNC(=O)C1CCCN(c2ncccn2)C1 (stereo unspecified)
  A = -3 | B = -14 | C = 8 | D = -14
Compound: N#Cc1nc(-c2ccc(Cl)cc2)oc1N1CCCCC1
  A = 9 | B = 4 | C = 38 | D = 4
Compound: CNC(=O)c1sccc1SCc1c(Cl)cccc1Cl
  A = 26 | B = 12 | C = 18 | D = 12
Compound: Cn1ccnc1SCC(=O)NC1CC1
  A = 17 | B = 12 | C = 18 | D = 12
Compound: CCC(C)c1ccccc1NC(=O)c1cccnc1 (stereo unspecified)
  A = 18 | B = -10 | C = 30 | D = -10
Compound: CC(NC(=O)c1ccncc1)C(c1cccs1)N1CCOCC1 (stereo unspecified)
  A = 7 | B = -10 | C = -2 | D = -10
Compound: COc1ccc(C(C)C)cc1S(=O)(=O)NCc1ccccn1
  A = 7 | B = -21 | C = -7 | D = -21
Compound: COCCn1c(SCC(=O)N(C(C)C)C(C)C)nnc1-c1cc2ccccc2cc1O
  A = 9 | B = 15 | C = 18 | D = 15
Compound: COc1cc(S(=O)(=O)NCC2CCCO2)ccc1Br (stereo unspecified)
  A = 10 | B = 11 | C = / | D = /
Compound: CC(=O)Nc1nc(COc2ccccc2)cs1
  A = 4 | B = 0 | C = 12 | D = /

An excerpt of these results, with bars between the fields.
SMILES | Yeast growth tox | Yeast growth tox inhibition % | Yeast eIF2B | Yeast eIF2B mutant toxicity
CCOc1c2c(nc3ccc(Cl)cc13)CCC2 | 3 | 19 | 1 | 19
CCN(CC)C(=O)CN(c1ccc2c(c1)OCO2)S(C)(=O)=O | 13 | 5 | / | /
O=C(CC1(O)C(=O)N(Cc2ccccc2)c2ccccc21)c1ccc2c(c1)OCO2 (stereo unspecified) | 28 | 20 | / | /

The listing continues.
Abbreviations – A = Yeast growth tox; B = Yeast growth tox inhibition %; C = Yeast eIF2B; D = Yeast eIF2B mutant toxicity
Compound: COc1ccc(CCNC(=O)C2CCN(C(=O)NC3CCCCC3)CC2)cc1
  A = -3 | B = 9 | C = 31 | D = 9
Compound: CC(Oc1ccc(Br)cc1)C(=O)N1CCc2ccccc21 (stereo unspecified)
  A = 5 | B = 0 | C = 16 | D = /
Compound: CNC(=O)C1CC(=O)N(c2ccc(C)cc2)C1 (stereo unspecified)
  A = 13 | B = -3 | C = 9 | D = -3
Compound: COc1ccccc1NC(=O)C1C2CCCCC21 (stereo unspecified)
  A = 8 | B = 10 | C = 16 | D = 10
Compound: CN(C)c1cccc2c(S(=O)(=O)N3CCOCC3)cccc12
  A = 21 | B = 18 | C = 10 | D = 18
Compound: CCOc1nc(-c2ccccc2)ccc1-c1noc(COc2ccccc2)n1
  A = -14 | B = 10 | C = -27 | D = 10
Compound: COC(=O)CNc1ccc2c(c1)OCO2
  A = 0 | B = -16 | C = 17 | D = -16
Compound: COc1ccccc1NC(=O)NCCCl
  A = 6 | B = -4 | C = 11 | D = -4
Compound: CCOc1cc(CNc2ccc3[nH]c(=O)[nH]c3c2)ccc1OCC(=O)NC(C)(C)C
  A = 27 | B = 5 | C = 7 | D = 5
Compound: c1ccc(-n2nnnc2-c2cnc(-c3cccnc3)nc2-c2cccs2)cc1
  A = 13 | B = -13 | C = / | D = /
Compound: Cc1ccc(SCCNS(=O)(=O)c2ccc3c(c2)OCCO3)cc1
  A = 12 | B = -5 | C = 9 | D = -5
Compound: COC(=O)[C@H](Cc1ccccc1)NC(=O)Nc1ccc(C)cc1
  A = -12 | B = -14 | C = -10 | D = -14
Compound: CCCCn1c(SCC(=O)Nc2cc(C)on2)nnc1-c1ccco1
  A = 5 | B = 8 | C = 3 | D = 8
Compound: Cc1cc(N(CC(=O)O)S(C)(=O)=O)ccc1Br
  A = 4 | B = -26 | C = / | D = /
Compound: CCOC(=O)c1ccccc1NS(=O)(=O)c1ccc(C)cc1
  A = 20 | B = 17 | C = 11 | D = 17
Compound: CCOC(=O)CCc1c(C)c2ccc(OCc3nn[nH]n3)cc2oc1=O
  A = 10 | B = -17 | C = -2 | D = -17
Compound: CCOc1ccc2ccccc2c1CNCCN1CCOCC1
  A = 7 | B = 17 | C = -16 | D = 17
Compound: Cn1c(SCC(=O)N2CCOCC2)nnc1-c1ccccc1
  A = 1 | B = 23 | C = -18 | D = 23
Compound: O=C(CCc1nc(-c2ccccc2)no1)Nc1cc(C(F)(F)F)ccc1Cl
  A = -51 | B = -36 | C = 15 | D = -36
Compound: Cc1onc(-c2ccccc2Cl)c1C(=O)N1CCN=C1SCc1cccnc1
  A = 22 | B = -25 | C = 34 | D = -25
Compound: COc1ccc(-c2ocnc2C(=O)Nc2ccccc2N2CCCCC2)cc1
  A = 14 | B = 12 | C = 8 | D = 12
Compound: O=C(NCC(=O)N(c1ccccc1)C(C(=O)NC1CCCC1)c1cccnc1)c1ccco1 (stereo unspecified)
  A = -7 | B = 10 | C = -26 | D = 10
Compound: CCN(CC)CCOC(=O)c1ccc2c(c1)OCCO2
  A = 3 | B = -3 | C = 14 | D = -3
Compound: CC12CCC(C/C1=N\OC(=O)c1ccc(F)cc1)C2(C)C (stereo unspecified)
  A = 18 | B = -3 | C = / | D = /
Compound: CCSc1nc2sc3c(c2c(=O)n1C1CCCCC1)CCN(C)C3
  A = -7 | B = 9 | C = 0 | D = 9

Compound profiles (already shown). Order of values: Yeast growth tox, Yeast growth tox inhibition %, Yeast eIF2B, Yeast eIF2B mutant toxicity
CCOC(=O)CCc1c(C)c2ccc(OCc3nn[nH]n3)cc2oc1=O is listed with 10, -17, -2, -17
O=C(CC1(O)C(=O)N(Cc2ccccc2)c2ccccc21)c1ccc2c(c1)OCO2 (stereo unspecified) is listed with 28, 20, /, /
Cn1c(SCC(=O)N2CCOCC2)nnc1-c1ccccc1 is listed with 1, 23, -18, 23

Other structures
Abbreviations – A = Yeast growth tox; B = Yeast growth tox inhibition %; C = Yeast eIF2B; D = Yeast eIF2B mutant toxicity
Compound: CCOC(=O)c1ccc(NC(=O)C2(c3ccccc3)CCOCC2)cc1
  A = 40 | B = 0 | C = -10 | D = /
Compound: c1ccc2c(c1)c1ccccc1n2CN1CCOCC1
  A = -5 | B = 4 | C = -3 | D = 4
Compound: CN1CCN(C(=O)c2ccc(Cl)c(S(=O)(=O)N3CCCCC3)c2)CC1
  A = 3 | B = 7 | C = 17 | D = 7
Compound: Cn1c(SCC(=O)Nc2ccc(N3CCOCC3)c(Cl)c2)nnc1-c1ccccc1
  A = -13 | B = -9 | C = 15 | D = -9
Compound: O=C(CSc1nc2c(c(=O)n1-c1ccc(F)cc1)SCC2)Nc1ccc2c(c1)OCO2
  A = -14 | B = -2 | C = -32 | D = -2
Compound: CCCS(=O)(=O)N1CCC(C(=O)c2cccc(C(F)(F)F)c2)CC1
  A = 3 | B = -10 | C = 18 | D = -10
Compound: O=C(O)Cn1c(SCCOc2ccccc2)nc2ccccc21
  A = -8 | B = 4 | C = 34 | D = 4
Compound: COC(=O)Cc1cn(-c2ncc(C(F)(F)F)cc2Cl)c2ccccc12
  A = 15 | B = -3 | C = 11 | D = -3
Compound: O=C(CCl)N(c1ccccc1)c1c[nH]c2ccccc12
  A = -8 | B = -40 | C = 21 | D = -40
Compound: COC(=O)C1=C(C)N=c2s/c(=C/c3ccoc3)c(=O)n2C1c1ccccc1 (stereo unspecified)
  A = -13 | B = 11 | C = / | D = /
Compound: CCOC(=O)CCNC(C(=O)OCC)c1ccccc1 (stereo unspecified)
  A = -3 | B = -6 | C = -61 | D = -6
Compound: O=C(CSCc1ccc(Cl)cc1)N1CCN(Cc2ccc3c(c2)OCO3)CC1
  A = 9 | B = 4 | C = 2 | D = 4
Compound: O=c1c2ccccc2nnn1CSc1nnc(-c2cccs2)n1Cc1ccccc1
  A = 7 | B = -3 | C = 5 | D = -3
Compound: CCN(CC)Cc1nc2c(c(=O)[nH]1)C1(CCCC1)Cc1ccccc1-2
  A = -6 | B = 5 | C = 20 | D = 5
Compound: CCOc1ccc(N2C(=O)C(c3ccccc3)=C(c3nc4ccccc4s3)C2NC(C)=O)cc1 (stereo unspecified)
  A = 4 | B = 11 | C = / | D = /
Compound: CCCc1nc2c(nnn2Cc2ccccc2F)c(=O)[nH]1
  A = -3 | B = 8 | C = / | D = /
Compound: COc1ccc2nc(SCc3cccnc3)c(C#N)cc2c1
  A = 1 | B = -24 | C = 7 | D = -24
Compound: CCc1ccc(NS(=O)(=O)c2ccc(OC)c(C)c2)cc1
  A = 21 | B = 19 | C = 14 | D = 19
Compound: CN1CCN(C(=O)c2ccccc2NC(=O)C(C)(C)C)CC1
  A = 8 | B = 0 | C = -4 | D = /
Compound: CC1(c2ccccn2)Nc2ccccc2-c2nc3ccccc3n21 (stereo unspecified)
  A = -5 | B = 15 | C = -4 | D = 15
Compound: CC(=O)N(C)/C=C1\Sc2ccccc2C1=O
  A = 31 | B = 11 | C = / | D = /
Compound: CCOC(=O)COC(=O)c1ccc(Oc2cc(C)nc(SC)n2)cc1
  A = 4 | B = 19 | C = -6 | D = 19
Compound: O=C(COC(=O)c1ccncc1)NC(=O)C1CCCCC1
  A = 9 | B = -5 | C = -17 | D = -5
Compound: Cc1ccc(S(=O)(=O)NCc2cn3c(C)csc3n2)cc1
  A = 7 | B = 7 | C = 40 | D = 7
Compound: O=C(Nc1cccs1)Nc1ccccc1Cl
  A = 9 | B = 19 | C = 23 | D = 19

Remaining list, next part
Abbreviations – A = Yeast growth tox; B = Yeast growth tox inhibition %; C = Yeast eIF2B; D = Yeast eIF2B mutant toxicity
Compound: CC(=O)Oc1ccc2c(c1)C(=O)c1ccccc1CO2
  A = 5 | B = 20 | C = 17 | D = 20
Compound: CSc1nnc(Cc2ccc3c(c2)OCO3)o1
  A = 17 | B = -4 | C = -7 | D = -4
Compound: CCCc1nc2c3cnn(-c4cccc(Cl)c4)c3ncn2n1
  A = / | B = / | C = 18 | D = /
Compound: Cc1cc(C)c2oc(-c3cccc(NC(=O)c4ccc(F)cc4)c3)nc2c1
  A = -16 | B = -5 | C = 4 | D = -5
Compound: Cc1cc(N2CCC(C)CC2)n2nc(C)c(-c3ccccc3)c2n1
  A = 10 | B = -19 | C = 12 | D = -19
Compound: CC1=C(C#N)C(NC(=O)C2CC2)(C(F)(F)F)C(=O)N1 (stereo unspecified)
  A = 6 | B = -3 | C = 27 | D = -3
Compound: CC(C)(C)c1csc(NC(=O)Cn2cnc3ccccc3c2=O)n1
  A = 7 | B = -9 | C = -3 | D = -9
Compound: Cc1cc(C)cc(OCC(=O)O/N=C(\N)c2ccccn2)c1
  A = 16 | B = 13 | C = 21 | D = 13
Compound: NC(=S)N/N=C/c1cc([N+](=O)[O-])ccc1OCCOc1ccccc1
  A = 1 | B = -8 | C = 8 | D = -8
Compound: Cc1sc2nc(SCC(=O)NCc3ccco3)n(Cc3ccccc3)c(=O)c2c1C
  A = 9 | B = 5 | C = 28 | D = 5
Compound: Cc1cc(=O)[nH]c(SCc2cccc(Br)c2)n1
  A = 0 | B = -10 | C = 15 | D = -10
Compound: Cc1noc(C)c1S(=O)(=O)N1CCCC(C(=O)NCC2CCCO2)C1 (stereo unspecified)
  A = 8 | B = 4 | C = 17 | D = 4
